Source: PubChem BioAssay
Rtt109 Vps75: inhibitors of Candida albicans Rtt109/Vps75 histone acetyltransferase; Q5AAJ8; purified Rtt109/Vps75, ThioGlo CoA-SH fluorescence, 4 h; inhibition, % at 34.9 µM; hit rate 0.16% among 330,000; AID 540336;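 active means inhibition of at least 50% in every replicate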
CAL PDZ FP-1: inhibitors of human CAL PDZ peptide binding; purified CAL PDZ, TMR-peptide fluorescence polarization, 1 h; hit rate 0.02% among 330,000; Q9HD26; AID 504414; inhibition, % at 20 µM;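 active means highest replicate inhibition of at least 40%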;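 further: plate controls were DMSO neutral control wells for no effect and unlabeled competitor peptide control wells for full effect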
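Material: tagged CAL PDZ protein CerCALP, purified; buffer or medium: sodium phosphate/NaCl buffer pH 7.4 with TCEP, IgG, Thesit; also added: fluorescent TMR peptide probe; schedule: 1 h incubation at room temperature before polarization reading; technique: fluorescence polarization from S- and P-plane intensities, G-factor corrected; control set: unlabelled peptide and DMSO controls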
CAL PDZ FP-2: blocks peptide binding to the human CAL PDZ domain. purified CAL PDZ, TMR-peptide fluorescence polarization, 1 h. inhibition, % at 24.9 µM. Q9HD26. hit rate 0.92% among 300,000. AID 602252;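 active means mean inhibition of at least 30% with at least half of replicates also reaching 30%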;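 further: 0% = DMSO neutral control and 100% = excess unlabeled competitor peptide PRC23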
PvdQ acylase: blocks Pseudomonas aeruginosa PvdQ acylase activity; purified PvdQ acylase, fluorescence plate reader; inhibition, % at 10 µM; hit rate 0.063% among 340,000; AID 488965; in the data active means inhibition above about 30%, passing the limit was not always enough;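 further: 0% = vehicle neutral wells and 100% = reference inhibitor wells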
SR-BI DiI inh: blocks mouse SR-BI lipid uptake from DiI-HDL | Q61009 | ldlA[mSR-BI] CHO cells, DiI-HDL uptake fluorescence, 3 h | inhibition, % at 12.5 µM | hit rate 0.96% among 320,000;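 active means mean replicate inhibition of at least 70% and a set share of replicates each scoring 70 or more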;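 further: 0% = median of neutral control wells and 100% = median of positive control wells; values of inactives mirror those of a sister screen read the other way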
PfHsp90 yeast 2: growth inhibition of yeast expressing Plasmodium Hsp90; S. cerevisiae expressing PfHsp90, BacTiter-Glo ATP, 48 h; yeast lacking PDR1 and PDR3 efflux regulators; inhibition, % at 9.4 µM; hit rate 0.32% among 310,000;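 active means every replicate shows inhibition above about 80%, whatever the replicate mean, limit read from the data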;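 further: 0% = DMSO neutral controls and 100% = 20 µM radicicol positive controls; yeast relying on Plasmodium falciparum Hsp90 in place of its own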
SR-BI DiI-HDL act: enhances SR-BI lipid uptake from DiI-HDL; activation, % at 12.5 µM; CHO ldlA[mSR-BI] cells, DiI-HDL uptake fluorescence, 3 h; 100 = double the neutral-control signal; hit rate 0.096% among 320,000;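 active means mean replicate activation of at least 60% and every replicate at or above 60%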;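 further: 0% = median plate neutral-control signal and 100% = twice that signal; values of inactives mirror those of a sister screen read the other way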
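Material: SR-BI-overexpressing, LDLR-lacking CHO cells | Dosing: Single compound concentration, delivered by pin transfer | Probe or stimulus: Labelled HDL, 10 µg/mL | Signal: Bottom-read cell fluorescence after medium removal, ex 550/em 595 nm | Schedule: 3 h, 37 °C | Evaluation: HDL uptake via cellular fluorescence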
MITF TRPM1 HTS: increases MITF-driven TRPM1 promoter luciferase signal | SK-MEL-5 TRPM1-promoter luciferase, 24 h; % of positive control, neutral wells = 0 | activation, % at 12.5 µM | hit rate 0.75% among 300,000;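 active means mean activation of at least 80% with every replicate also reaching 80%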;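 further: 0% = neutral control wells and 100% = parthenolide positive control wells; values of inactives mirror those of a sister screen read the other way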
NSD2 inh: blocks human histone methyltransferase NSD2. inhibition, % at 12.5 µM. NSD2 peptide methylation, AlphaScreen, 120 min. O96028. AID 743445. hit rate 0.54% among 310,000; in the data active means inhibition above about 50%
dFosB act: enhances mouse delta FosB homodimer DNA binding | hit rate 0.99% among 340,000 | activation, % at 25 µM | P13346 | purified delta FosB, TAMRA-CDK5 oligo fluorescence polarization; percent of positive-control signal above neutral wells;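 active means mean activation above about 17%, with every replicate also reaching it, limit read from the data, passing the limit was not always enough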;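 further: fluorescence polarization rise as delta FosB binds a TAMRA Cdk5 AP-1 oligo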
Active calls of the source: *; x = no result given.

Each structure is followed by: dFosB act	MITF TRPM1 HTS	SR-BI DiI-HDL act	CAL PDZ FP-1	SR-BI DiI inh	NSD2 inh	PfHsp90 yeast 2	PvdQ acylase	CAL PDZ FP-2	Rtt109 Vps75
> COc1ccc2[nH]c3c(c2c1)CCN1C(=O)C(CC(=O)NCC24CC5CC(CC(C5)C2)C4)C[C@H](C(=O)N2CCOCC2)[C@@]31C (some centres not stated)
  -24	-20	-38	0.0	38	x	19	-13	-2	2
> C=CCNC(=O)/C(C#N)=C\c1cc(Cl)c(OCC)c(OC)c1
  -6	7	-27	-0.7	27	0	-23	-4	1	3
> COc1ccc(CN2C(=O)NC3(CCCCC3)C2=O)cc1F
  0	-5	14	-0.6	-14	-1	x	-16	x	10
> CCCSc1ncc(Cl)c(C(=O)Nc2ccc(S(=O)(=O)N3CC(C)OC(C)C3)cc2)n1 (configuration not stated)
  -10	2	-7	x	7	-4	x	-9	-3	9
> COC(=O)c1nnn(-c2cc(Cl)cc(Cl)c2)c1C(=O)OC
  7	0	-24	0.3	24	x	9	-14	-2	-6
> CCOC(=O)c1cnc2c(C(F)(F)F)cccc2c1NCCCN1CCOCC1
  -15	-2	-9	-0.5	9	-3	47	-9	-3	0
> CC(=O)C1=C(O)C(=O)N(c2ccc(O)cc2)C1c1ccc(Cl)cc1 (configuration not stated)
  -2	x	33	-1.1	-33	2	2	8	12	1
> O=C(Cn1c(=O)c2sccc2n(Cc2ccc([N+](=O)[O-])cc2)c1=O)NCCc1ccccc1
  5	-10	-20	-0.3	20	0	7	3	2	-4
> CN(C(=O)c1ccco1)c1nnc(C23CC4CC(CC(C4)C2)C3)s1
  -9	x	-64	-1.7	64	x	-4	-10	-5	-2
> Cn1c2c(c(=O)n(C)c1=O)CN(CCCN1CCOCC1)CN2
  -2	-5	24	0.3	-24	-2	-18	2	-6	5
> CC(C)(C)OC(=O)N[C@@H](C(=O)OC(C)(C)C)c1ccc(C(F)(F)F)cc1
  -6	-6	-5	0.2	5	x	17	11	-4	11
> COc1ccc(-c2noc(N3CCC(C(=O)Nc4cc(OC)c(OC)c(OC)c4)CC3)n2)cc1
  9	4	-60	-3.7	60	-5	13	-12	2	-2
> Cc1cccc(/C=N/NC(=O)c2cc(Br)ccc2O)n1
  -16	-5	-1	-1.4	1	0	2	-17	0	6
> Cc1nn(Cc2ccccc2Cl)c(C)c1NC(=O)c1noc(C(C)C)c1[N+](=O)[O-]
  -1	-10	-17	0.0	17	0	-7	7	x	8
> CN(CC(=O)Nc1c(Cl)cccc1Cl)C(=O)CCC1CCCC1
  2	-3	-4	-0.2	4	6	0	-18	-13	-5
> Cc1ccccc1-c1nnn(CC(=O)NC(=O)NC2CCCC2)n1
  -6	0	8	-1.1	-8	-2	1	-6	x	-3
> Cc1cc(C)cc(OCC(=O)Nc2ccc(N3CCN(S(C)(=O)=O)CC3)cc2)c1
  -3	-6	7	0.2	-7	-2	3	-5	-2	12
> CC(C)=N/N=c1\scc(C)n1Cc1ccco1
  -2	-7	-8	-1.6	8	6	1	-9	1	-5
> CCCCC(=O)Nc1cccc(NC(=O)c2cccc(Br)c2)c1
  -9	9	-57	-3.7	57	0	-10	-11	0	-9
> O=[N+]([O-])c1ccccc1CCc1cnc(Cl)s1
  9	12	-84	-0.2	84*	-2	-14	-13	-5	2
> COCc1nnc(NC(=O)C2CC(=O)N(CCc3ccc(F)cc3)C2)s1 (configuration not stated)
  2	1	x	-1.8	x	-2	1	7	-1	6
> Nc1nonc1C(=O)NCCNC(=O)c1cccs1
  -1	19	24	0.1	-24	-2	-2	16	-2	-7
> Cc1cccc(CN2C(=O)c3ccccc3Sc3ccc(C(=O)NCCCN4CCOCC4)cc32)c1
  -5	0	25	-2.8	-25	5	-36	-16	-3	-1
> Cn1c(NC(=S)Nc2ccccc2)nc2ccccc21
  -9	5	14	-2.9	-14	4	-42	9	-5	23
> Cc1ccc(-c2nn(-c3ccccc3)cc2C=C2C(=O)CC(C)(C)CC2=O)cc1
  -14	10	13	-0.3	-13	-2	9	-12	-3	-7
> O=C(c1cc2cc(F)ccc2[nH]1)N1CCCC(Nc2ccc(F)cc2)C1 (configuration not stated)
  -7	-12	1	-3.3	-1	4	-4	12	-5	5
> C/C(=N/NC(=O)c1cc(-c2ccccc2)nc2c(Cl)cccc12)c1cccnc1
  -10	-4	-34	-1.2	34	0	-5	19	-2	5
> NC(=S)NN=C(c1ccc(F)cc1)C1CC1
  0	10	-90	-0.7	90*	-3	-1	-8	-5	-6
> CC(C)Oc1ccc(OCCn2c(S(=O)(=O)O)nc3c(N)ncnc32)cc1
  4	-10	9	-0.8	-9	-3	-16	-3	-4	0
> Cn1c(=O)c2c(nc(N3CCN(Cc4ccccc4)CC3)n2CCCc2ccccc2)n(C)c1=O
  -1	8	-4	-4.5	4	9	0	-6	-9	8
> COc1ccc(C)cc1Nc1nc(-c2c(C)[nH]c3ccccc23)cs1
  1	-7	-77	-2.3	77*	2	-9	-1	-3	1
> Nc1nc(O)c(Sc2ccccc2[N+](=O)[O-])c(=O)[nH]1
  2	-15	8	-1.7	-8	54*	-18	1	0	13
> COc1ccc(S(=O)(=O)N(C)Cc2cccs2)cc1Br
  5	-10	-29	-1.6	29	2	8	1	-1	8
> CNC(=O)c1cn(-c2ccc(Cl)cc2)c(=O)c2ccccc12
  -1	-12	-11	x	11	1	12	-9	48*	3
> O=c1cc(-c2c(F)c(F)c(F)c(F)c2F)oc2ccccc12
  -3	-31	17	-1.6	-17	6	-50	-1	-1	x
> O=C(NCCc1csc(-c2cccnc2)n1)c1ccc(Cl)cc1
  -2	x	11	-0.8	-11	x	23	-8	x	2
> Cc1cc(C)n(-c2nc3ccccc3nc2N2CCCCCC2)n1
  -11	-3	0	x	0	-40	27	-9	-3	3
> CCc1ccc(Oc2coc3cc(O)ccc3c2=O)cc1
  2	6	27	-0.7	-27	x	-17	7	-1	4
> Cc1ccccc1OCC(=O)Nc1ccc2c(c1)ncn2C
  -6	152*	-9	-3.4	9	0	x	-5	-3	-4
> CC(C)C[C@H](NC(=O)CCCn1nnc2ccccc2c1=O)C(=O)O
  -5	7	9	1.2	-9	x	20	-7	-6	-5
> CC(NC(=O)c1ccco1)C12CC3CC(CC(C3)C1)C2 (configuration not stated)
  -6	5	-5	-0.2	5	0	30	-16	-5	3
> CSCCC(NC(=O)c1ccccc1)C(=O)N1CC(C)OC(C)C1 (configuration not stated)
  -9	-2	3	0.4	-3	-1	-4	-9	1	0
> O=S1(=O)c2ccc(Br)cc2N2CCC[C@@H]2CN1C1CC1
  -9	6	-17	-0.2	17	x	-21	-8	-2	-3
> COCC(=O)OC/C(O)=C(\C#N)c1nc2ccccc2[nH]1
  -11	-27	x	0.3	x	2	-30	-9	-3	-7
> CCc1ccc(N2CCN(C(=O)N3CCOCC3)CC2)cc1
  -11	12	1	0.2	-1	-1	6	-13	0	0
> O/C(=C\Sc1nnc(Cc2ccccc2)o1)c1ccc(Br)cc1
  -1	11	-9	-0.3	9	0	3	7	1	1
> COc1ccc(-c2ccc(Nc3ccc(C(=O)N4CCOCC4)cc3)nn2)cc1OC
  1	0	-35	-2.0	35	-3	10	-5	-7	4
> Cc1ccc(C)c(N2CCN(c3nc4ccccc4c(=O)n3Cc3ccccc3)CC2)c1
  -4	-3	-46	-2.0	46	x	-3	7	x	-10
> CCOC(=O)C(C)N(c1ccccc1Cl)S(C)(=O)=O (configuration not stated)
  -3	6	2	-0.5	-2	x	-5	-14	-6	-3
> COc1ccc(CCNC(=O)C/C(C)=N/NC(=O)c2ccc(N)cc2)cc1OC
  -3	-5	-10	-0.4	10	x	11	18	-6	2
> COc1cc2c(cc1O)CC[n+]1cc3c(OC)c(OC)ccc3cc1-2
  14	-5	23	0.1	-23	x	-18	-6	-1	-10
> Cc1ccc2c(c1)NC(=O)C(CC(=O)N(C)Cc1ccccc1)O2 (configuration not stated)
  -11	x	-16	-0.4	16	x	x	-15	x	1
> Nc1nnc(SCC(=O)NCC(=O)Nc2ccc(F)c(F)c2F)s1
  4	12	-4	0.2	4	-3	x	-19	2	-34
> O=C(CSc1nc2ccsc2c(=O)n1Cc1ccc(C(=O)O)cc1)NCc1ccco1
  -1	5	21	-2.5	-21	3	-15	-3	-1	-4
> COc1cccc(C(=O)C2CCCN(Cc3cn[nH]c3C3CCCCC3)C2)c1 (configuration not stated)
  -6	8	1	-1.5	-1	6	-4	-13	5	-3
> CN(CCOc1ccc(-c2ccn(S(=O)(=O)c3c(Cl)cccc3Cl)n2)cc1)c1ccccn1
  -3	3	-18	-1.2	18	-2	29	-7	0	-4
> COc1ccc(NC(=O)c2coc3ccccc23)cc1OC
  -1	112*	-45	0.4	45	2	17	-7	-6	-4
> O=c1c2ccc(Cl)cc2[nH]c(=S)n1Cc1cccnc1
  20*	5	-19	-0.6	19	-1	x	-16	-4	-10
> OC(COc1ccc2c(c1)CCC2)CN1CCN(c2ccccc2F)CC1 (configuration not stated)
  -9	-8	-2	-1.8	2	x	16	-1	-9	4
> CC1Cc2ccccc2N1C(=S)Nc1cccc(S(=O)(=O)N(C)C)c1 (configuration not stated)
  -12	-7	-31	-0.9	31	-2	2	-6	x	17

More entries
Each structure is followed by: dFosB act	MITF TRPM1 HTS	SR-BI DiI-HDL act	CAL PDZ FP-1	SR-BI DiI inh	NSD2 inh	PfHsp90 yeast 2	PvdQ acylase	CAL PDZ FP-2	Rtt109 Vps75
> CCCCc1cc(=O)oc2c(C)c(OCC(=O)NCc3ccccn3)ccc12
  -8	10	9	-2.0	-9	-1	-2	-17	5	-6
> CCCN1CCC(=NNc2ccc(S(=O)(=O)N3CCOCC3)cc2[N+](=O)[O-])CC1
  -9	-4	-1	-2.0	1	24	-18	7	-2	x
> CC(=O)Nc1ccc(S(=O)(=O)NC2(c3ccccc3)C(=O)N(C)C(=O)N(C)C2=O)cc1
  1	-6	-10	0.2	10	-1	-27	-15	-14	0
> O=C1CSc2ccc(S(=O)(=O)NCc3ccc(Cl)cc3)cc2N1
  -12	6	16	-3.5	-16	1	19	-15	-4	15
> CCCCCC(=O)N(CN1C(=O)CCC1=O)c1ccccc1
  -8	-2	19	-1.6	-19	-3	-19	-14	0	-3
> CCCCN1C(=O)C(=O)N(CC(=O)NC2CCCc3ccccc32)C1=O (configuration not stated)
  1	-2	9	-2.7	-9	0	28	-11	4	-14
> CCCNc1ncnc2c1cnn2C1CCCCO1 (configuration not stated)
  -10	-6	0	0.5	0	-4	-3	0	-1	-4
> Cc1ccc(CC(NC(=O)c2ccccc2)C(=O)NC(Cc2ccccc2)C(=O)O)cc1 (configuration not stated)
  -1	-16	-2	0.7	2	-1	38	-16	-8	1
